Compound activity as filed in PubChem.
EBV gp42 block: blocks Epstein-Barr virus glycoprotein 42 binding; AID 1085; 220,000 tested, 0.42% active; inhibition, % (tested at 21.74 µM); Fluorescence polarization binding assay, mP read-out; in the data active = inhibition above about 50%
Rad51 HR inh: blocks human Rad51 in homologous recombination. Q06609. hRad51 DNA strand exchange, fluorescence dequenching. inhibition, % at 10 µM. 200,000 tested, 0.085% active. AID 1385;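 active = inhibition above 40% at the single screening dose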;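 note: 0% = DMSO control wells and 100% = blanks with heterologous ssDNA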
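Test system: preformed human Rad51 ssDNA filaments; also added: Donor/quencher-labelled 47-bp dsDNA substrate; doses: 10 µM final, single point; times: 37 °C 15-min filament assembly, 30-min compound preincubation, 15-min exchange; detection: FRET fluorescence dequenching, excitation 485 nm, emission 520 nm; read-out basis: Fluorescence-based percent inhibition, control- and blank-normalised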
m-calpain inh: blocks pig calpain II enzyme activity. purified calpain II, fluorogenic peptide substrate, 30 min. 220,000 tested, 0.37% active. inhibition, % at 16 µM;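 active = inhibition above about 50%, limit read from the data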
KCC2 mod: KCC2 (human) Cl- transport modulation. KCC2 cells, thallium flux FluoZin-2 fluorescence. B-score of Tl+ flux slope (higher = more flux/activation; lower = inhibition) at 10 µM. 190,000 tested, 2.2% active. AID 1456;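 active = thallium flux slope and its plate-corrected score both differing from the plate sample mean at a set confidence after two filtering rounds, in either direction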;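 note: slope of fluorescence scaled to starting intensity during 10 to 20 s after thallium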
eIF4E 4G PPI: eIF4E/eIF4G interaction inhibition in translation initiation; P63073+Q04637; TR-FRET eIF4E-eIF4GI(517-606) binding, 2 h; inhibition, % at 21.7 µM; 220,000 tested, 0.37% active; AID 782;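 active = inhibition above about 30%, limit read from the data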;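 note: 0% = full FRET control wells and 100% = background wells lacking eIF4GI fragment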
PERK inh: blocks human PERK kinase. Q9NZJ5. CHO PERK-DD fusion, SEAP luminescence translation reporter. inhibition, % at 5.6 µM. 220,000 tested, 0.17% active. AID 1416;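 active = inhibition above the mean inhibition of all tested compounds plus 3 SD, set separately per screening campaign, cut at about 2.9% in these data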;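 note: PERK kinase domain activated by AP20187 dimerizer at 100 nM; 0% = DMSO with dimerizer and 100% = rapamycin at 8.4 µM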
zVAD death inh: blocks zVAD induced death of L929 cells; L929 zVAD necroptosis rescue, ATP luminescence, 24 h; with zVAD 60 µM; viability rescue, % at 10 µM; 220,000 tested, 0.38% active; AID 1377;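 active = activation, scaled between plate controls, above about 75%, limit read from the data; inactive = activation under that limit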;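 note: 0% = zVAD with DMSO and 100% = DMSO alone without zVAD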
TNF necrop inh: TNF-alpha cell death inhibition in Jurkat FADD-/- cells; Jurkat FADD-/- TNF necroptosis rescue, ATP luminescence, 24 h; 0 = TNF only, 100 = no-TNF cells; activation (protection from cell death), % at 10 µM; 220,000 tested, 0.068% active;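 active = activation, meaning protection from cell death, of at least 50% relative to plate controls; inactive = activation below 50%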;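 note: necroptosis triggered by 40 ng/mL TNF-alpha added together with compound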
MDM2 E3 inh: inhibitors of human Mdm2 E3 ubiquitin ligase | cell-based MDM2 ubiquitination luciferase reporter, 2 h; 0 = plate control, 100 = twice control, blank-subtracted | 210,000 tested, 0.11% active | signal enhancement, % at 5 µM | Q00987;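 active = signal enhancement of 30% or more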;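 note: luminescence tracks abundance of the self-degrading MDM2-luciferase fusion protein; higher signal means inhibition of MDM2 E3 ligase activity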
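Material: Stable MDM2–luciferase fusion reporter cells | Amount: 2000 cells seeded into each well | Dosing: One concentration, 5 µM, with 0.2% DMSO | Incubation: 4 h cell settling then 2 h compound exposure, 37 °C | Measured by: Luciferase luminescence | Read-out basis: % enhancement relative to plate controls after blank subtraction | Benchmarks: Control and blank well means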
Starred values were filed as active, the others as inactive; [ ] = remark or other dose.

What do the screens show for `NC(=O)CC(NC(=O)c1ccc(Br)cc1)c1ccc(N2CCC(Br)CC2)c([N+](=O)[O-])c1` (configuration not stated)?
EBV gp42 block: -9.5; Rad51 HR inh: -3.6; m-calpain inh: 5.2; KCC2 mod: 0.794; eIF4E 4G PPI: -2.0; zVAD death inh: 0.1; TNF necrop inh: 1.7; MDM2 E3 inh: -8.2

How did COc1ccc(-c2cc(-c3nnc(COC(=O)CC4CC5CCC4C5)o3)c3ccccc3n2)cc1OC (configuration not stated) do in these assays?
EBV gp42 block: -26.6; Rad51 HR inh: 18.5; m-calpain inh: -105.2; KCC2 mod: -0.14; eIF4E 4G PPI: -0.8; PERK inh: -1.6; zVAD death inh: 0.8; TNF necrop inh: -7.6; MDM2 E3 inh: -95.9

Results for CC(=O)OC1C(N2CCCCC2)c2c(ccc(/C=C/C(=O)N3CCCCC3)c2O)OC1(C)C (configuration not stated) ?
EBV gp42 block: 9.2; Rad51 HR inh: 9.9; m-calpain inh: -143.1; KCC2 mod: -1.59; eIF4E 4G PPI: 3.0; PERK inh: 0.5; zVAD death inh: -0.8; TNF necrop inh: 2.2; MDM2 E3 inh: -7.0

What do the screens show for `Cc1c(NC(=O)C(C)OC(=O)/C=C/c2ccco2)c(=O)n(-c2ccccc2)n1C` (configuration not stated)?
EBV gp42 block: -1.4; Rad51 HR inh: -5.4; m-calpain inh: -14.4; KCC2 mod: -1.08; eIF4E 4G PPI: 6.3; PERK inh: -0.1; zVAD death inh: 0.6; TNF necrop inh: 0.6; MDM2 E3 inh: 1.1

What do the screens show for `CCOC(=O)c1ccc(Nc2nc(C)cc(=O)[nH]2)cc1`?
EBV gp42 block: -16.8; Rad51 HR inh: -8.6; m-calpain inh: -17.1; KCC2 mod: -1.32; eIF4E 4G PPI: 4.1; PERK inh: 0.0; zVAD death inh: -0.3; TNF necrop inh: 0.3; MDM2 E3 inh: -1.2

Results for CCOC(=O)c1c(C2CC2)csc1NC(=O)CSCc1c(C)noc1C ?
EBV gp42 block: 9.2; Rad51 HR inh: -5.5; m-calpain inh: 15.7; KCC2 mod: -0.116; eIF4E 4G PPI: 5.0; PERK inh: 0.0; zVAD death inh: -0.2; TNF necrop inh: -2.4; MDM2 E3 inh: -11.4

How did CCOc1cc([N+](=O)[O-])cc(/C=C2/NC(=O)N(Cc3ccccc3F)C2=O)c1O do in these assays?
EBV gp42 block: -3.9; Rad51 HR inh: -24.0; m-calpain inh: -38.0; KCC2 mod: 0.669; eIF4E 4G PPI: 1.4; PERK inh: 0.3; zVAD death inh: -0.1; TNF necrop inh: -1.2; MDM2 E3 inh: -3.8

What do the screens show for `CCn1c(CSc2nnc(C)n2-c2ccccc2)nc2cc(S(=O)(=O)N(C)C)ccc21`?
EBV gp42 block: -3.1; Rad51 HR inh: -0.8; m-calpain inh: 19.3; eIF4E 4G PPI: 9.7[fluorescence artefact?]; PERK inh: 1.0; zVAD death inh: 1.0; TNF necrop inh: -1.4; MDM2 E3 inh: -19.6

What do the screens show for `CCOc1ccc(C(=O)NCC(=O)OCC(=O)N2CCC(C)CC2)cc1`?
EBV gp42 block: 7.0; Rad51 HR inh: -1.1; m-calpain inh: 17.9; eIF4E 4G PPI: 11.5; PERK inh: -0.9; zVAD death inh: 0.3; TNF necrop inh: 1.1

How did Cc1cccc(NC(=O)C2CC(=O)NC(Nc3nc4ccccc4s3)=N2)c1 (configuration not stated) do in these assays?
EBV gp42 block: 2.9; Rad51 HR inh: -6.6; m-calpain inh: 1.6; KCC2 mod: -0.0352; eIF4E 4G PPI: -0.6[fluorescence artefact?]; PERK inh: 0.7; zVAD death inh: 0.5; TNF necrop inh: -0.3; MDM2 E3 inh: -11.8

Results for Cc1cc(C)n(-c2ccc(C(=O)OCC(=O)N(CC(C)C)C3CCS(=O)(=O)C3)cc2)n1 (configuration not stated) ?
EBV gp42 block: -25.4; Rad51 HR inh: 5.2; m-calpain inh: -1.0; KCC2 mod: 0.145; PERK inh: -0.3; zVAD death inh: 0.4; TNF necrop inh: 0.1; MDM2 E3 inh: -7.8

What do the screens show for `CCCC(=O)Nc1c(C)nn(C(=O)CCC)c1C`?
EBV gp42 block: -1.9; m-calpain inh: -2.0; KCC2 mod: -0.673; eIF4E 4G PPI: 1.1; PERK inh: 1.7; zVAD death inh: 0.0; TNF necrop inh: -0.3; MDM2 E3 inh: 1.6

How did O=c1c2ccccc2nc(SCc2nc(-c3ccccc3)no2)n1-c1ccc(F)cc1 do in these assays?
EBV gp42 block: 7.5; Rad51 HR inh: -6.8; m-calpain inh: 12.1; KCC2 mod: 0.685; eIF4E 4G PPI: 0.3; PERK inh: 0.8; zVAD death inh: 1.7; TNF necrop inh: 1.1; MDM2 E3 inh: -8.0

How did Cc1ccc(NC(=O)c2[nH]cnc2C(=O)NN)cc1 do in these assays?
EBV gp42 block: -11.7; m-calpain inh: -6.5; KCC2 mod: 1.21; eIF4E 4G PPI: 2.0; PERK inh: 0.4; zVAD death inh: 1.2; TNF necrop inh: -2.5; MDM2 E3 inh: -6.8

How did CCn1c(/N=C/c2ccccc2NS(=O)(=O)c2ccc(C)cc2)nc2ccccc21 do in these assays?
EBV gp42 block: -11.5; Rad51 HR inh: 7.2; m-calpain inh: -34.9; KCC2 mod: -1.45; eIF4E 4G PPI: -0.3; PERK inh: 0.8; zVAD death inh: 1.9; TNF necrop inh: 3.3; MDM2 E3 inh: -0.4

What do the screens show for `CCc1ccc(C2=NN(C(=O)OC)C(O)(C(F)(F)F)C2)cc1` (configuration not stated)?
EBV gp42 block: -12.3; Rad51 HR inh: -1.6; m-calpain inh: 10.9; KCC2 mod: -0.151; eIF4E 4G PPI: -10.0; PERK inh: 1.2; zVAD death inh: -0.1; TNF necrop inh: -4.8; MDM2 E3 inh: -43.6

What do the screens show for `CCn1c(SCC(=O)N2CCN(S(=O)(=O)c3ccccc3)CC2)nnc1-c1cccs1`?
EBV gp42 block: -7.0; Rad51 HR inh: 4.3; m-calpain inh: 1.4; eIF4E 4G PPI: -8.3; PERK inh: -0.2; zVAD death inh: -0.4; TNF necrop inh: -3.0; MDM2 E3 inh: 2.4

How did CC(=O)c1cccc(NC(=S)NC(=O)c2ccccc2Br)c1 do in these assays?
EBV gp42 block: -22.8; Rad51 HR inh: 5.1; m-calpain inh: 3.0; KCC2 mod: 7.02*; eIF4E 4G PPI: -3.5[fluorescence artefact?]; PERK inh: -0.3; zVAD death inh: 0.0; TNF necrop inh: 2.2; MDM2 E3 inh: 2.9

How did CCC(C)NCCOc1ccccc1C (configuration not stated) do in these assays?
EBV gp42 block: -11.9; Rad51 HR inh: -15.6; m-calpain inh: 30.2; KCC2 mod: 1.79; eIF4E 4G PPI: -0.3; PERK inh: 0.5; zVAD death inh: -0.7; TNF necrop inh: 1.2; MDM2 E3 inh: -7.4

How did O=C(NC(=S)N(CCCCO)C1CCCCC1)c1sc2ccccc2c1Cl do in these assays?
EBV gp42 block: 2.0; Rad51 HR inh: 5.7; m-calpain inh: 0.3; eIF4E 4G PPI: 10.2; PERK inh: -1.3; zVAD death inh: 0.0; TNF necrop inh: -2.2; MDM2 E3 inh: -14.3

How did Fc1ccc(Nc2nc3ccccc3s2)cc1 do in these assays?
EBV gp42 block: -4.1; Rad51 HR inh: -5.2; m-calpain inh: -8.2; KCC2 mod: -0.0876; eIF4E 4G PPI: -2.4; PERK inh: 1.0; zVAD death inh: 3.5; TNF necrop inh: 11.2; MDM2 E3 inh: -7.8

How did CS(=O)(=O)NCc1ccc(C(=O)O)cc1 do in these assays?
EBV gp42 block: -6.6; Rad51 HR inh: 14.6; m-calpain inh: 4.1; KCC2 mod: 0.867; eIF4E 4G PPI: -3.2; PERK inh: 1.2; zVAD death inh: 0.7; TNF necrop inh: -0.1; MDM2 E3 inh: -9.5

What do the screens show for `COc1ccc(OC)c(NC(=S)N2CCN(c3ccccn3)CC2)c1`?
EBV gp42 block: -12.9; Rad51 HR inh: 7.9; m-calpain inh: -5.0; KCC2 mod: -0.034; eIF4E 4G PPI: -10.6; PERK inh: -0.9; zVAD death inh: 0.0; TNF necrop inh: -2.7; MDM2 E3 inh: -10.3

What do the screens show for `Cc1ccc(C(=O)NC(=O)OCCn2c(C)cnc2[N+](=O)[O-])cc1`?
EBV gp42 block: 1.7; Rad51 HR inh: -6.2; m-calpain inh: 9.3; eIF4E 4G PPI: 1.0; PERK inh: -0.4; zVAD death inh: -1.5; TNF necrop inh: -0.3; MDM2 E3 inh: -6.2

What do the screens show for `CCOC(=O)c1csc(NC(=O)c2cc3ccccc3o2)n1`?
EBV gp42 block: -2.5; Rad51 HR inh: -0.4; m-calpain inh: 23.5; KCC2 mod: 0.565; eIF4E 4G PPI: 2.0; PERK inh: -0.1; zVAD death inh: 1.7; TNF necrop inh: -0.9; MDM2 E3 inh: -8.6

Results for COc1ccc2oc(=O)c(C(=O)N3CCN(c4ccccc4F)CC3)cc2c1 ?
EBV gp42 block: 6.7; Rad51 HR inh: -4.6; m-calpain inh: -188.9; eIF4E 4G PPI: -0.3; PERK inh: 0.7; zVAD death inh: 0.2; TNF necrop inh: -3.0; MDM2 E3 inh: -22.9

Results for O=C(Nc1nnc(-c2ccco2)o1)c1ccc(S(=O)(=O)N2CCCC2)cc1 ?
EBV gp42 block: -3.5; Rad51 HR inh: 9.4; m-calpain inh: -12.4; KCC2 mod: 0.394; eIF4E 4G PPI: 1.2; PERK inh: 0.9; zVAD death inh: 1.9; TNF necrop inh: -0.9; MDM2 E3 inh: -8.4

What do the screens show for `CCN(CC)C(=O)CSc1nnc([C@@H](NC(=O)OC(C)(C)C)C(C)C)o1`?
EBV gp42 block: -3.5; Rad51 HR inh: -0.6; m-calpain inh: -13.1; KCC2 mod: 1.29; eIF4E 4G PPI: -3.8; PERK inh: 0.0; zVAD death inh: 0.5; TNF necrop inh: -2.2; MDM2 E3 inh: -9.3

Results for Cc1[nH]nc2c1C(c1ccc3c(c1)OCO3)C(C#N)=C(N)O2 (configuration not stated) ?
EBV gp42 block: -10.5; Rad51 HR inh: -6.4; m-calpain inh: -11.1; KCC2 mod: -0.0289; eIF4E 4G PPI: -11.9; PERK inh: 1.6; zVAD death inh: 0.0; TNF necrop inh: -5.2; MDM2 E3 inh: -10.2

What do the screens show for `Cc1ccccc1OCC(O)Cn1nnc2ccccc21` (configuration not stated)?
EBV gp42 block: -12.9; Rad51 HR inh: -2.3; m-calpain inh: -10.6; KCC2 mod: -1; eIF4E 4G PPI: 1.2; PERK inh: 0.3; zVAD death inh: -0.5; TNF necrop inh: -0.9; MDM2 E3 inh: -1.1

How did CCOC(=O)c1[nH]ncc1CN1CCCC(C(=O)c2cccc3ccccc23)C1 (configuration not stated) do in these assays?
EBV gp42 block: 1.9; Rad51 HR inh: -1.1; m-calpain inh: 4.5; eIF4E 4G PPI: -2.7; PERK inh: -0.3; zVAD death inh: 0.4; TNF necrop inh: 3.4; MDM2 E3 inh: -2.6
